USP1-UAF1 inh: inhibitors of human USP1/UAF1 deubiquitinase | Potency, µM (series often up to 57.1 µM), inactives show at the highest dose activity change, negative = inhibition, actives largely listed as inhibitors | recombinant USP1/UAF1, Ub-Rhodamine cleavage fluorescence | hit rate 0.23% among 390,000 | O94782; further: potency means the concentration at half of the fitted maximal effect; on the % scale 0 is the no-effect control and ±100 the full control effect; nearly all actives have a fitted effect of over 60% in size; inactives centre near -12
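USP1/UAF1 complex at 1 nM was preincubated with compound for 15 min at room temperature, then Ub-Rho substrate (150nM final) was added. Fluorescence (480/540 nm) was read kinetically, 6 reads every 60 seconds.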
HP1b binding inh: inhibitors of HP1-beta chromodomain binding to methylated histone tails. hit rate 0.56% among 390,000. AlphaScreen HP1-beta / biotin-H3K9me3 peptide binding. Potency, µM (top dose mostly 114 µM), inactives show top-dose activity change, negative = inhibition, actives largely listed as inhibitors. AID 540317; further: potency means the concentration at half of the fitted maximal effect; nearly all actives have a fitted effect of over 70% in size; inactives centre near 23
Target sequence (P83916 whole entry, looked up): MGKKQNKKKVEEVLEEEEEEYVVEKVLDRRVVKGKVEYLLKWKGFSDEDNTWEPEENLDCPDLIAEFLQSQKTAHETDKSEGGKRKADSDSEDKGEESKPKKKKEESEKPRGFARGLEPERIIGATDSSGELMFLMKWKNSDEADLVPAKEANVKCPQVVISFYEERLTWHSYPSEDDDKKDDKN
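Compound inhibition of the preformed complex between 50 nM HP1-beta and 50 nM biotinylated H3K9me3 peptide was read by AlphaScreen. Buffer was PBS pH 7.4 with 0.01% Tween-20. Incubations ran 30 min at room temperature, with 10 ug/mL donor/acceptor beads.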
PI4K2A inh: inhibitors of human PI4K2A. Q9BTU6. purified PI4K2A, ADP-Glo luminescence, 1 h; active compounds read low. activity change, negative = inhibition, % at 76.9 µM. hit rate 0.13% among 420,000. AID 1346378; in the data active means activity change below about -50%; inconclusive means mostly about -30% to -49%;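 further: -100% = wells without enzyme as full effect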
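PI4K2A activity was measured by ADP-Glo luminescence: enzyme (4 ug/mL stock) and phosphatidylinositol (1.2 mM stock) in Tris pH 7.5/MgCl2/EGTA/Triton X-100 buffer were reacted with ATP (300 microM stock) for one hour at ambient temperature.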
Pin1 inh: blocks the human prolyl isomerase Pin1 | hit rate 0.009% among 390,000 | Pin1 FP peptide displacement, HiFluor488, 10 min | AID 504891 | Potency, µM (top dose mostly 115 µM), inactives show at the highest dose activity, negative = inhibition, most hits filed as inhibitors | Q13526; active means well fitted inhibition curve with a large enough effect in the polarisation, with a control signal flat, not every such curve was filed as active; inconclusive means small, poorly fitted or top-dose-only effect, or effect the other way, or a change in a side signal; inactive means no such curve, though single readings can be large or run the other way; the % refers to the polarisation; further: potency means the concentration at half of the fitted maximal effect; on the % scale 0 is the no-effect control and ±100 the full control effect
Target sequence (Q13526 whole entry, looked up): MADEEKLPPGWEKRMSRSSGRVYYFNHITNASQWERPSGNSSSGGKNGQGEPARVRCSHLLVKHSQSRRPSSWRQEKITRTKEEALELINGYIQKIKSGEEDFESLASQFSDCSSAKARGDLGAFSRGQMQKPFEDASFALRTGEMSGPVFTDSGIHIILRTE
GLS inhibitor: inhibitors of human glutaminase (GLS). O94925. GLS enzymatic activity, qHTS titration. Potency, µM (highest dose often 45.5 µM), for inactives: top-dose activity change, negative = inhibition, most hits filed as inhibitors. hit rate 0.21% among 410,000; further: potency means the concentration at half of the fitted maximal effect; on the % scale 0 is the no-effect control and ±100 the full control effect
Target sequence (O94925 whole entry, looked up): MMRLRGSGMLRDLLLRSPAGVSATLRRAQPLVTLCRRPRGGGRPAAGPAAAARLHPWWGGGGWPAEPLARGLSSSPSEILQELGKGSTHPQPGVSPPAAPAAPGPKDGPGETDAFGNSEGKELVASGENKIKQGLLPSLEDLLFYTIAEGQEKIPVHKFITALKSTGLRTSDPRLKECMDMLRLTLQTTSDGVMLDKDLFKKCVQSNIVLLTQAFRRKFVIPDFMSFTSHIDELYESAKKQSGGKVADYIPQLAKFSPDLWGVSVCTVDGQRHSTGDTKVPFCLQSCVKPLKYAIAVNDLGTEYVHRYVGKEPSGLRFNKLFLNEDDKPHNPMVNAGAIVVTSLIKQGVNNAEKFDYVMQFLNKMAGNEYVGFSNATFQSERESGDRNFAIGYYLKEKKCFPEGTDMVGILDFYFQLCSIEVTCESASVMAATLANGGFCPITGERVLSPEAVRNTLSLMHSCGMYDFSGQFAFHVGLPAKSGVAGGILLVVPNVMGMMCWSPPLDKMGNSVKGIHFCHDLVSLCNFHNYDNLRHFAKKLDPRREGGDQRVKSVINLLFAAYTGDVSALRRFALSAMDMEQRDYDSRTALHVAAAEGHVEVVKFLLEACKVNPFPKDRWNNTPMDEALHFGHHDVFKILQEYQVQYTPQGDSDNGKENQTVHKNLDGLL
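Two-point fluorescence kinetic (t0, 30 min RT) for hKGA; glutamate detected via glutamate oxidase–HRP–Amplex Red. Substrate: 1 mM L-glutamine solution; buffer 45 mM KH2PO4, pH 8.2.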
PGK inhibitor: T. brucei PGK inhibition. P07378. PGK/GAPDH coupled, Kinase-Glo luminescence, 60 min. Potency, µM (series often up to 57.5 µM), inactives show top-dose activity change, negative = inhibition, most hits filed as inhibitors. hit rate 0.043% among 380,000. AID 602233; further: potency means the concentration at half of the fitted maximal effect; on the % scale 0 is the no-effect control and ±100 the full control effect; nearly all actives have a fitted effect of over 60% in size
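Luminescent ATP detection (Kinase-Glo Plus) follows a 60-minute room-temperature incubation, with wells lacking PGK as controls. Buffer: 100 mM TEA (pH 7.6), 5 mM MgCl2, 0.01% Tween-20. Coupling enzyme GAPDH (100 nM final) supplies unstable 1,3-BPG in-well.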
TrxR1 substrate: substrates of rat thioredoxin reductase 1; O89049; purified TrxR1 substrate turnover, NADPH consumption readout; Potency, µM (titrated, usually from 114 µM), for the others: top-dose activity change, negative = substrate turnover; AID 588456; hit rate 0.01% among 390,000; further: potency means the concentration at half of the fitted maximal effect; on the % scale 0 is the no-effect control and ±100 the full control effect; nearly all actives have a fitted effect of over 50% in size
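Rat TrxR1, dispensed at 90 nM, was prereduced with 400 uM NADPH (final) for 5 min at ~22 deg C, then incubated with compound 15 min before 400 uM selenite. A first-read NADPH fluorescence drop versus no-compound background flagged substrates.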
TrxR1 inh: rat TrxR1 inhibition; hit rate 1% among 390,000; Potency, µM (titrated, usually from 114 µM), inactives show top-dose activity change, negative = inhibition, most hits filed as inhibitors; O89049; recombinant rTrxR1, NADPH fluorescence consumption, selenite substrate; further: potency means the concentration at half of the fitted maximal effect; on the % scale 0 is the no-effect control and ±100 the full control effect; nearly all actives have a fitted effect of over 65% in size
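Rat TrxR1 (90 nM in the dispensed reagent) was pre-reduced with 400 uM NADPH for 5 min at room temperature, then incubated with compound for 15 min. After 400 uM selenite was added, NADPH fluorescence (Ex 340/Em 450 nm) was followed for 8 min.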
IDH1 R132H inh: inhibitors of human mutant IDH1 R132H. Potency, µM (highest dose often 76.6 µM), for inactives: at the highest dose activity change, negative = inhibition, actives largely listed as inhibitors. IDH1-R132H enzyme, NADPH consumption, diaphorase/resazurin fluorescence. hit rate 0.093% among 390,000; further: potency means the concentration at half of the fitted maximal effect; on the % scale 0 is the no-effect control and ±100 the full control effect; nearly all actives have a fitted effect of over 65% in size
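IDH1-R132H (0.5 ug/mL dispensed) in pH 7.5 Tris buffer was preincubated 30 min with compound, then given a substrate mix of 0.016 mM NADPH and 2 mM alpha-KG for 80 min at room temperature; remaining NADPH was read by diaphorase/resazurin fluorescence.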
An asterisk follows results filed as active; i = inactive; ? = inconclusive; . = no result given; & = joins results of further samples; [ ] = another dose, or the depositor's remark. Unless noted, the call rests on the fitted dose curve; in most records, active means well fitted curve in the direction sought with a large enough effect; inconclusive means small, poorly fitted or top-dose-only effect, or another doubt; inactive means no such curve, though single readings can be large; an effect the other way counts as inactive or inconclusive. An excerpt; rates above refer to the full screens.

USP1-UAF1 inh,HP1b binding inh,PI4K2A inh,Pin1 inh,GLS inhibitor,PGK inhibitor,TrxR1 substrate,TrxR1 inh,IDH1 R132H inh,canonical_smiles
-18%,-8%,-7,0%,-1%,-3%,-9%,8%,-9%,COc1ccc(S(=O)(=O)Oc2cc(C(=S)N3CCOCC3)ccc2OC)cc1
?,22%,-1,-1%,-5%,-4%,-10%,-10%,7%,Cc1ccc(NC(=O)c2sc3nc(-c4cc5ccccc5oc4=O)[nH]c(=O)c3c2C)c(C)c1
-8%,72%[activator],-4,-13%,-15%,i,4%,30%,-6%,CS(=O)(=O)N1CCC(C(=O)NCc2ccc(Cl)cc2)CC1
-11%,24%,5,-2%,13%,6%,-2%,2%,-5%,CCN1CCC(Nc2ccnc3cc(Cl)ccc23)CC1
-7%,15%[57 µM],-6,19%,1%,7%,-2%,14%,-2%,O=C(O)C1=NOC(CNC(=O)c2ccccc2Cl)C1 (stereo unspecified)
-3%,20%,2,3%,13%,.,-7%,17%,2%,CCC(OC(C)=O)c1cc2c(cc1[N+](=O)[O-])OCCO2 (stereo unspecified)
-12%,22%,2,-1%,0%,-8%,9%,38%[activator],-3%,Brc1ccc(Nc2ncnc3[nH]ncc23)cc1
-9%,4%,-23,-4%,1%,1%,8%[57.1 µM],2%[57.1 µM],8%,Cc1cc(NC(=O)CSc2nc3c(C)c(C)ccc3cc2C)no1
0%,?,-2,-2%,1%,-9%,-11%,-12%,4%,COc1cc2ccccc2cc1C(=O)N1CCCC(C(F)(F)F)C1 (stereo unspecified)
-11%,18%[57 µM],-2,-1%,-6%,-3%,-2%[57.1 µM],14%[57.1 µM],-4%,O=C(Nc1cccc(Br)c1)Nc1nc2c(s1)CCCCCC2
6%,53%[activator],-1,-10%,5%,-2%,16%,15%[57.1 µM],0%,COCCCNc1nc2ccccc2nc1NS(=O)(=O)c1ccccc1
-11%,13%,-3,7%,-12%,0%,5%[57.1 µM],1%[57.1 µM],6%,CCOc1ccc(C2NC(=O)NC(C)=C2C(=O)OCc2ccccc2)cc1 (stereo unspecified)
2%,27%,-1,2%,12%,-1%,4%,14%,1%,COc1cc(OC)c(OC)cc1C=NCC1(c2ccccc2)CCCC1
-15%,4%,-3,2%,-9%,4%,4%,11%,0%,CC12CCCCC1N(O)C(=O)C(=O)N2O (stereo unspecified)
-5%,.,-4,.,8%,-2%,.,.,-4%,C[C@H]1CN([C@@H](C)CO)C(=O)CCCn2cc(nn2)CO[C@@H]1CN(C)S(=O)(=O)c1ccc(Oc2ccccc2)nc1
-7%,-19%,3,-12%,1%,-1%,-16%,-17%,-4%,CNC(=O)c1cc2ncc(C(F)(F)F)cc2s1
-28%,9%,-4,2%,-5%,-7%,15%[57.1 µM],1%[57.1 µM],-10%,CCOC(=O)C(=O)C1C(=O)Nc2ccccc21 (stereo unspecified)
5%&-13%,24%&15%,0&-2,-2%&-3%,7%&5%,0%&-4%,-11%,0%&28%[57.1 µM],1%&6%,COCCNC(=O)Cn1nc(-c2ccccc2)c2ccccc2c1=O
-7%,26%,0,2%,6%,9%,7%,15%[57.1 µM],1%,Cc1nc2sc3c(c2c(=O)n1N)CCC3
-22%,19%,3,1%,0%,-6%,-2%[11.4 µM],14%,0%,CC1=C(C(=O)OC2CCC(C)CC2)C(c2ccc(O)c([N+](=O)[O-])c2)NC(=O)N1 (stereo unspecified)
1%,50%[activator],-1,-5%,2%,1%,-8%,-10%,-2%,CC(C)N1CCN(c2ccncc2S(=O)(=O)N2CCOCC2)CC1
-10%,-18%,-12,-16%,10%,i,3%,1.4µM*,8%,COc1cc2[nH]c(Cl)c([N+](=O)[O-])c2cc1OC
-16%,237%,3,3%,0%,-21%,-2%[57.1 µM],8%[57.1 µM],7%,CC(C)Oc1ccc(Cn2c(=O)sc3ccccc32)cc1
3%,12%,-1,0%,8%,0%,0%[57.1 µM],8%[57.1 µM],15%,O=C(Nc1nc(-c2cccnc2)cs1)c1cccc([N+](=O)[O-])c1

Overlap with the part before: 2 entries, then new ones.
USP1-UAF1 inh,HP1b binding inh,PI4K2A inh,Pin1 inh,GLS inhibitor,PGK inhibitor,TrxR1 substrate,TrxR1 inh,IDH1 R132H inh,canonical_smiles
-16%,237%,3,3%,0%,-21%,-2%[57.1 µM],8%[57.1 µM],7%,CC(C)Oc1ccc(Cn2c(=O)sc3ccccc32)cc1
3%,12%,-1,0%,8%,0%,0%[57.1 µM],8%[57.1 µM],15%,O=C(Nc1nc(-c2cccnc2)cs1)c1cccc([N+](=O)[O-])c1
-5%,34%[activator],3,11%,14%,-3%,-3%,1%,0%,COc1ccccc1C(=O)Nc1cccc(OCc2cc(=O)n3c4c(sc3n2)CCCC4)c1
-22%,27%,1,-8%,-1%,-1%,3%,15%,-5%,O=C(Nc1ccc(Oc2ccsc2C(=O)O)cc1)c1ccccc1F
-18%,21%,2,1%,6%,9%,1%[57.1 µM],7%[57.1 µM],18%,CN(C)S(=O)(=O)c1ccc2c(c1)nnn2CCNC(=O)Nc1ccc(Cl)cc1
-3%,21%,-8,8%,3%,-3%,4%,-23%,0%,Cc1ccccc1Cn1nc(C)c(NC(=O)c2cc3nc(-c4ccco4)cc(C(F)(F)F)n3n2)c1C
-28%,22%[57 µM],0,0%,4%,-2%,1%[57.1 µM],-3%[57.1 µM],-3%,O=C(CS(=O)(=O)c1cccc2nsnc12)N1CCN(c2ccccc2)CC1
-19%,51%[activator],-11,2%,-4%,-5%,-1%,9%,-12%,CC(C)CNS(=O)(=O)c1ccc(CCC(=O)NCc2ccc(Cl)cc2)cc1
-23%,24%,-2,5%,-1%,1%,-2%,9%,-4%,Cc1ccc(NC(=O)CNC(=O)c2ccc(Oc3ccccc3)cc2)nc1
2%,20%,-2,?,-5%,-3%,-1%[57.1 µM],-13%[57.1 µM],1%,COc1ccccc1C(=O)N/C(=C/c1ccc2c(c1)OCO2)C(=O)Nc1ccc(C(=O)O)cc1
-14%,20%,-4,8%,-6%,-2%,-6%,7%,-14%,COC(=O)c1ccc(C(NC(=O)OCc2ccccc2)/C(F)=C/[C@@H](C)C(=O)NCc2ccc(OC)c(OC)c2)cc1 (stereo partly specified)
-14%,46%[activator],5,-8%,-1%,i,-1%[57.1 µM],9%[57.1 µM],9%,CN(C)/C=C/C(=O)c1ccncc1
-13%,27%,4,?,-18%,-8%,-11%,-18%,8%,CCc1cc(C(=O)OC)c(NC(=O)CN2CCN(C(=O)C3CCCO3)CC2)s1 (stereo unspecified)
5%,-7%,-26,0%,-11%,-9%,9%[57.1 µM],-6%,-2%,CC(C)CC(c1nnnn1C1CCCC1)N1CCC(C(N)=O)CC1 (stereo unspecified)
-1%,0%,0,0%,-1%,-1%,15%,37%,3%,Cc1ccc(N2C(=O)c3cccc4cccc(c34)C2=O)cc1
-12%,41%[activator],1,-1%,1%,-3%,6%,15%,8%,O=C(CCc1ccccc1)Nc1cccc(NC(=O)CCc2ccccc2)c1
-3%,35%,0,11%,4%,-4%,-20%[57.1 µM],10%[57.1 µM],6%,COc1ccccc1NS(=O)(=O)c1ccc(C)c(NC(=O)c2ccc(S(=O)(=O)N3CCCCCC3)cc2)c1
-14%,21%,3,-19%,-1%,i,5%[57.1 µM],32%,-2%,CCOC(=O)[C@@H]1[C@H]2COc3ccccc3[C@@H]2N2C(=O)N(c3cccc(C)c3)C(=O)[C@@]12C
-3%,-3%,4,8%,0%,6%,-9%[57.1 µM],-11%,-7%,Nc1nc(NCCCN2CCOCC2)nc(NCc2ccccc2)c1[N+](=O)[O-]
6%,-19%,-7,-3%,6%,8%,11%,-11%,6%,CC1NC(=O)NC1CCCCC(=O)O (stereo unspecified)
-13%,18%,4,12%,0%,i,-2%,26%,-5%,CCOC(=O)c1c(CS(=O)(=O)c2ccccc2)n(C)c2cc(Br)c(O)cc12
-19%,-4%,-3,2%,10%,14%,-8%,-1%,-21%,CCSc1nnc2c(n1)OC(c1sccc1C)N(C(C)=O)c1ccccc1-2 (stereo unspecified)
-25%,5%,6,2%,2%,-2%,2%,7%,4%,O=C(NC(=S)Nc1ccccc1N1CCOCC1)c1ccc(-c2ccccc2F)o1
-6%,4%,4,-6%,-1%,i,5%,18%,-1%,Cc1ccc(S(=O)(=O)N2CCN(C(C)C(=O)N3CCCc4ccccc43)CC2)cc1 (stereo unspecified)
-23%,36%,0,35%[activator],-16%,-7%,23%,10%,0%,Cc1cc(OCC(=O)Nc2ccc(CCO)cc2)c2c(C)c(C)c(=O)oc2c1
-10%,45%[activator],-1,-1%,-11%,i,-18%[57.1 µM],10%[57.1 µM],4%,CCN(CCO)Cc1csc2cc(C)ccc12
-18%,10%,3,-8%,-1%,-3%,-5%[57.1 µM],19%[57.1 µM],-1%,CCOc1ccc(OCCCC(=O)Nc2nc3ccccc3[nH]2)cc1
-23%,53%[activator],2,13%,-24%,-9%,6%[57.1 µM],-7%[57.1 µM],5%,COc1ccc(C(C)=O)cc1CSc1nnc(Nc2ccc(C)cc2)s1
-19%,43%[activator],0,0%,-4%,-3%,-2%,3%,5%,COCCNC(=O)C1CCCN(S(=O)(=O)c2cccc3nsnc23)C1 (stereo unspecified)
